High-throughput results (PubChem BioAssay)
TR SRC2 fluor cs – counter-screen for TRb-SRC2 inhibitors: fluorescence interference; TRb/SRC2 Texas Red total fluorescence interference; Potency, µM (highest dose often 106 µM), inactives show at the highest dose fluorescence change, negative = quenching; 280,000 tested, 0.29% active; AID 1479; active = well fitted curve in either direction with a large enough effect; inconclusive = small, poorly fitted or top-dose-only effect
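Human TRb ligand-binding domain at 0.6 uM with 20 nM Texas Red SRC2 peptide in Tris buffer containing 1 uM T3 and 5% DMSO, incubated with compound 5 h at ambient temperature. Total fluorescence (555/632 nm) calculated as parallel + 2 × perpendicular.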
RECQ1 inh – blocks DNA unwinding by human RECQ1; P46063; RECQ1 DNA unwinding, red fluorescence kinetic read; Potency, µM (top dose mostly 57.3 µM), for inactives: at the top dose activity, negative = inhibition, most hits filed as inhibitors; 240,000 tested, 0.54% active;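 also: plate controls were vehicle for no effect and no enzyme for full effect; nearly all actives have a fitted effect of over 30% in size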
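RECQ1T1 50 nM; forked duplex (20 bp + 30-nt ss tails) 200 nM, ATP 2 mM final; pH 8.0, 2 mM MgCl2, 2.5 ug/ml poly(dI-dC); 15 min compound preincubation; discontinuous kinetic read over 2 h at RT.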
GAA inhib – blocks human lysosomal alpha-glucosidase; P10253; purified human GAA, 4-MU-alpha-glucoside fluorescence; Potency, µM (highest dose often 76.9 µM), inactives show at the top dose activity change, negative = inhibition, actives largely listed as inhibitors; 200,000 tested, 0.005% active; AID 1466;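 also: plate controls were uninhibited enzyme wells for no effect and no-enzyme background for full effect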
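Human alpha-glucosidase, 4 nM, pre-mixed with test compounds before 400 uM 4-methylumbelliferyl substrate; 20 min room temperature at pH 5.0. Fluorescence read after pH 10 stop; AC50 values from Hill-equation fits.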
GAA glycogen mod – alters human alpha-glucosidase cleavage of glycogen; 300,000 tested, 0.38% active; Potency, µM (doses to about 76.4 µM), for inactives: top-dose activity change, negative = inhibition, usual class: inhibitors; recombinant GAA, glycogen substrate, Amplex Red glucose oxidase fluorescence; P10253;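 also: 0% = full enzyme reaction and -100% = no-enzyme basal signal; the screen sought inhibitors and activators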
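Recombinant human enzyme (4 nM); glycogen substrate; 37 C, 40 min, pH 5.0. Readout: coupled glucose oxidase/Amplex Red fluorescence.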
L3MBTL1 block – blocks human L3MBTL1. Q9Y468. AlphaScreen L3MBTL1–H3K9me1 peptide binding. Potency, µM (highest dose often 57.1 µM), for inactives: at the top dose activity, negative = inhibition, hits mostly inhibitors. 230,000 tested, 0.66% active. AID 485360; also: nearly all actives have a fitted effect of over 60% in size
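AlphaScreen assay: L3MBTL1 (50 nM final) was preincubated 30 min at room temperature with biotinylated H3(1-15)K9me1 peptide (75 nM final), then 30 min with library compounds; streptavidin donor and nickel chelate acceptor beads (10 ug/mL final) added, 30 min dark.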
RGS12 GoLoco inh – RGS12 GoLoco-Gai1 interaction inhibition. 230,000 tested, 0.44% active. P63096. Gai1:RGS12 GoLoco peptide FP, rhodamine, 10 min. Potency, µM (top dose mostly 61.6 µM), for inactives: at the top dose activity, negative = inhibition, most hits filed as inhibitors; active = well fitted inhibition curve with a large enough effect, not every such curve was filed as active; inactive = no such curve, though single readings can be large or run the other way; also: nearly all actives have a fitted effect of over 30% in size; many of its hits are not listed in these tables
Target sequence (P63096 whole entry, looked up): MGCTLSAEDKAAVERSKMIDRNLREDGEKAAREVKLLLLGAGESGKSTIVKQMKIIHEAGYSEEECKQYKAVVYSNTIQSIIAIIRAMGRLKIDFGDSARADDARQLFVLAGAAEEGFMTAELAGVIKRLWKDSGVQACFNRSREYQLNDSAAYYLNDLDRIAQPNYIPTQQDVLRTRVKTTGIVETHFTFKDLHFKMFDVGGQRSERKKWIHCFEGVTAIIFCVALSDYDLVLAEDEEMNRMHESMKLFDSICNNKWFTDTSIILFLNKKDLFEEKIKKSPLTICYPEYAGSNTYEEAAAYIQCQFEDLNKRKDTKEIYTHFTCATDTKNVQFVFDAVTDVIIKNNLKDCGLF
TRb SRC2 PPI – TRbeta-SRC2 interaction inhibition; P10828; 280,000 tested, 0.065% active; Potency, µM (titrated, usually from 106 µM), for the others: top-dose activity change, negative = inhibition, usual class: inhibitors; TRbeta-SRC2 peptide binding, fluorescence polarization; receptor liganded with 1 µM T3;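 also: plate controls were bound peptide for no effect and peptide without receptor for full effect; nearly all actives have a fitted effect of over 50% in size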
Target sequence (P10828 whole entry, looked up): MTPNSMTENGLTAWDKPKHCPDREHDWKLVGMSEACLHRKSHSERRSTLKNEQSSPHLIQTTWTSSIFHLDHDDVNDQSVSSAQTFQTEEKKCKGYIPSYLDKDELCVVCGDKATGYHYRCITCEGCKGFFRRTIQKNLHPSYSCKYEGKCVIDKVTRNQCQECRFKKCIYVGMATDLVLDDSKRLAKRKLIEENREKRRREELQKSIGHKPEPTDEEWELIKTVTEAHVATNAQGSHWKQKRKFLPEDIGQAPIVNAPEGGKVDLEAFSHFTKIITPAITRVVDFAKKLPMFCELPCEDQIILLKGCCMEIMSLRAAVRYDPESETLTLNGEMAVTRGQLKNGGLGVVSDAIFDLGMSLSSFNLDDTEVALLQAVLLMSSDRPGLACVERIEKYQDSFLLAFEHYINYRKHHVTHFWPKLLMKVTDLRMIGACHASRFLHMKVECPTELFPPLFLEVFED
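Fluorescence polarization of 20 nM Texas Red SRC2 peptide with 0.6 uM human TRb ligand-binding domain, in Tris buffer with 1uM T3 and 5% DMSO. Incubated 5 hr ambient; normalized to unbound and bound controls.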
aGlu spleen mod – inhibits or activates alpha-glucosidase in human spleen homogenate | P10253 | human spleen homogenate, 4-MU-alpha-glucoside fluorescence | Potency, µM (top dose mostly 79.9 µM), inactives show at the top dose activity change, negative = inhibition, actives largely listed as inhibitors | 240,000 tested, 0.006% active | AID 2112;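 also: 0% = enzyme with vehicle and -100% = no enzyme basal signal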
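Compounds were titrated against alpha-glucosidase in spleen homogenate at pH 5.0, with 1 mM 4-methylumbelliferyl substrate for 40 min at 37 C. Reactions were quenched with pH 10 NaOH/glycine and fluorescence measured.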
Active calls of the source: *; i = inactive; ? = inconclusive; nt = no result given; & = joins results of further samples; [ ] = another dose, or the depositor's remark. Unless noted, calls follow the shape of the dose curve; as a rule, active = well fitted curve in the direction sought with a large enough effect; inconclusive = small, poorly fitted or top-dose-only effect, or another doubt; inactive = no such curve, though single readings can be large; an effect the other way counts as inactive or inconclusive. Unless noted, % is scaled to controls: 0 for no effect and ±100 for the full control effect; potency is read from the fitted curve at half-maximal effect. Some of the compounds tested; the hit share may differ from the screen's.

Codes – A = TR SRC2 fluor cs; B = RECQ1 inh; C = GAA inhib; D = GAA glycogen mod; E = L3MBTL1 block; F = RGS12 GoLoco inh; G = TRb SRC2 PPI; H = aGlu spleen mod
> COc1ccc(N2CCN(Cc3cc(=O)oc4ccc(C)cc34)CC2)cc1
  A = -3%; B = -1%; C = -2%; D = 17%; E = nt; F = 7%; G = -5%; H = 1%
> CSCC[C@@H]1NC(=O)[C@@H](NC(=O)[C@H](CCCNC(=N)N)NC(=O)[C@H](CC(C)C)NC(=O)[C@H](CCSC)NC(=O)[C@H](CC(=O)O)NC(=O)[C@H](Cc2ccccc2)NC(=O)[C@@H](N)CC(=O)O)CSSC[C@@H](C(=O)N[C@@H](Cc2c[nH]c3ccccc23)C(=O)N[C@@H](CCC(N)=O)C(=O)N[C@H](C(=O)O)C(C)C)NC(=O)[C@@H]2CCCN2C(=O)[C@H](CCCNC(=N)N)NC(=O)[C@H](Cc2ccc(O)cc2)NC(=O)[C@H](C(C)C)NC(=O)[C@H](CCCNC(=N)N)NC(=O)CNC(=O)[C@H](CC(C)C)NC1=O
  A = -4%; B = -11%; C = nt; D = nt; E = nt; F = nt; G = -5%; H = 7%
> COC(=O)CSC1=C(C#N)C(c2ccc(Cl)cc2)C(C(=O)OC)C(=O)N1 (centres undefined)
  A = 3%; B = i; C = 1%; D = -27%; E = 10%; F = nt; G = 6%; H = -2%
> CCN1CCCC1CNC(=O)CCc1nnc(CCC2CCCCC2)o1 (centres undefined)
  A = 2%; B = i; C = ?; D = -7%; E = -5%; F = 23%; G = 0%; H = -20%
> CN(C)CCCN(C(=O)c1ccc(N2C(=O)CCC2=O)cc1)c1nc2c(F)cccc2s1
  A = 2%; B = -2%; C = -16%; D = 6%; E = -15%; F = 2%; G = 5%; H = nt
> Cc1ccc(C(=O)NNC(=O)CSc2nc(N)cc(N)n2)cc1
  A = -1%; B = 0%; C = -3%; D = -15%; E = 2%; F = -2%; G = 8%; H = 2%
> CCN1CCN(C(=O)/C=C/c2ccc3c(c2)OCO3)CC1
  A = 3%; B = -8%; C = -2%; D = 0%; E = 17%; F = 31%[activator]; G = -4%; H = 4%
> NC(Cc1cnc[nH]1)C(=O)Nc1ccc2ccccc2c1 (centres undefined)
  A = -6%; B = -13%; C = nt; D = nt; E = nt; F = 12%; G = 1%; H = -6%
> c1ccc(Cn2nnnc2C(c2cccs2)N2CCOCC2)cc1 (centres undefined)
  A = -1%; B = -10%; C = -2%; D = 2%; E = nt; F = 6%; G = 4%; H = 1%
> CCn1c(C)[n+](Cc2ccccc2)c2ccc(Cl)cc21
  A = 0%; B = -10%; C = 1%; D = 4%; E = nt; F = -33%; G = -4%; H = 0%
> O=C1/C(=C/C=C/c2ccco2)SC(=S)N1NS(=O)(=O)c1ccccc1
  A = -28%; B = 3.5µM*; C = nt; D = -19%; E = nt; F = 42%[activator]; G = 13%; H = -12%
> CCCCN(C(=O)CC(c1ccccc1)c1ccccc1)c1c(N)n(CCC)c(=O)[nH]c1=O
  A = -2%; B = 0%; C = 6%; D = 17%; E = 3%; F = nt; G = 1%; H = -7%
> Cc1ccc(S(=O)(=O)N2CCCC(C(=O)N(Cc3cccs3)C3CC3)C2)cc1 (centres undefined)
  A = -1%; B = -10%; C = -24%; D = -3%; E = -1%; F = -3%; G = -6%; H = 1%
> CN1CCC(=NNC(=O)c2ccc(N(Cc3ccc(Cl)cc3)S(C)(=O)=O)cc2)CC1
  A = 0%; B = -14%; C = ?; D = -4%; E = -6%; F = 4%; G = -12%; H = -1%
> Cc1nn(CCCC(=O)Nc2sc3c(c2C#N)CCC3)c(C)c1[N+](=O)[O-]
  A = -1%; B = -4%; C = -1%; D = -4%; E = -6%; F = -3%; G = -4%; H = 1%
> O=C(O)c1cc(=O)cc(C(=O)O)[nH]1
  A = 0%&-1%; B = -2%&-10%; C = -8%; D = 3%; E = 6%[11.4 µM]; F = 2%&13%; G = 2%&-4%; H = -12%&-6%
> COCCCn1nnnc1SCC(=O)N1c2ccccc2CC1C (centres undefined)
  A = -4%; B = 1%; C = 6%; D = -4%; E = -3%; F = 23%; G = -6%; H = 0%
> CCN(CC)S(=O)(=O)c1ccc(N2CCOCC2)c(NC(=O)c2ccc(C#N)cc2)c1
  A = 3%; B = -18%; C = 2%; D = 4%; E = 10%; F = 9%; G = -4%; H = 2%
> C/C(=N\NC(=O)c1nn(C)c(C)c1Br)c1ccc(NC(=O)c2ccccc2F)cc1
  A = 1%; B = 0%; C = ?; D = 16%; E = 4%; F = 3%; G = -1%; H = -8%
> Nn1c(Cc2cccc3ccccc23)nnc1SCn1nnc2ccccc2c1=O
  A = -2%; B = -11%; C = -3%; D = -3%; E = nt; F = 7%; G = -2%; H = -3%
> COc1cc(/C=C2\SC(=S)N(CCC(=O)Nc3ccccc3)C2=O)cc(OC)c1OC
  A = 1%; B = 0%; C = 11%; D = 15%; E = -22%; F = 91%[activator]; G = 0%; H = 4%
> CCOC(=O)C1C(c2ccccc2)NC(=S)NC1(C)O (centres undefined)
  A = -1%; B = i; C = 11%; D = 0%; E = nt; F = -4%; G = -2%; H = 4%
> COc1ccc(-c2cc(C(F)(F)F)c(C#N)c(=O)[nH]2)cc1
  A = -1%; B = -2%; C = nt; D = 5%; E = 11%; F = 7%; G = 2%; H = 21%
> NC(=O)c1cccnc1Nc1cccc([N+](=O)[O-])c1
  A = -2%; B = -8%; C = -29%; D = -8%; E = 2%; F = -9%; G = 1%; H = -3%
> CCOC(=O)C1=C(C)NC(C)=C(C(=O)OCC)C1c1ccc(Br)o1
  A = 0%; B = -10%; C = -6%; D = -2%; E = 2%; F = 10%; G = -5%; H = -13%
> COC(=O)C(C(=O)OC)C(C(C)C)C(C(=O)OC)C(=O)OC
  A = 3%; B = i; C = 12%; D = -5%; E = 1%; F = 3%; G = 4%; H = 1%
> O=C(NCCc1ccccc1)C1c2ccccc2C(=O)N1Cc1cccs1 (centres undefined)
  A = -3%; B = -5%; C = 4%; D = 3%; E = nt; F = -5%; G = -9%; H = -2%
> CCCn1c(C)nc2c(NCCCN3CCCCC3C)nc(C)nc21 (centres undefined)
  A = 0%; B = -8%; C = nt; D = nt; E = nt; F = 2%; G = -4%; H = 2%
> CCOC(=O)c1c(NC(=O)CN2CCCc3ccccc32)sc(C(C)=O)c1C
  A = -3%; B = 0%; C = -3%; D = 20%; E = ?; F = nt; G = 2%; H = -15%
> CN(C)c1ccc(C(=O)OCC(=O)N2CCOCC2)cc1
  A = 3%; B = -2%; C = 8%; D = 7%; E = -27%; F = -9%; G = 3%; H = 2%

Part of the list above in order of heavy-atom count, rising.
Codes – A = TR SRC2 fluor cs; B = RECQ1 inh; C = GAA inhib; D = GAA glycogen mod; E = L3MBTL1 block; F = RGS12 GoLoco inh; G = TRb SRC2 PPI; H = aGlu spleen mod
> O=C(O)c1cc(=O)cc(C(=O)O)[nH]1
  A = 0%&-1%; B = -2%&-10%; C = -8%; D = 3%; E = 6%[11.4 µM]; F = 2%&13%; G = 2%&-4%; H = -12%&-6%
> COc1ccc(-c2cc(C(F)(F)F)c(C#N)c(=O)[nH]2)cc1
  A = -1%; B = -2%; C = nt; D = 5%; E = 11%; F = 7%; G = 2%; H = 21%
> COC(=O)C(C(=O)OC)C(C(C)C)C(C(=O)OC)C(=O)OC
  A = 3%; B = i; C = 12%; D = -5%; E = 1%; F = 3%; G = 4%; H = 1%
> c1ccc(Cn2nnnc2C(c2cccs2)N2CCOCC2)cc1 (centres undefined)
  A = -1%; B = -10%; C = -2%; D = 2%; E = nt; F = 6%; G = 4%; H = 1%
> CN1CCC(=NNC(=O)c2ccc(N(Cc3ccc(Cl)cc3)S(C)(=O)=O)cc2)CC1
  A = 0%; B = -14%; C = ?; D = -4%; E = -6%; F = 4%; G = -12%; H = -1%

(list continues)
Codes – A = TR SRC2 fluor cs; B = RECQ1 inh; C = GAA inhib; D = GAA glycogen mod; E = L3MBTL1 block; F = RGS12 GoLoco inh; G = TRb SRC2 PPI; H = aGlu spleen mod
> O=C(CSc1ncnc2c1cnn2CCc1ccccc1)Nc1cccc(C(F)(F)F)c1
  A = 0%; B = -6%; C = -6%; D = -20%; E = nt; F = 0%; G = -4%; H = -13%
> CC(=O)NS(=O)(=O)c1ccc(NC(=O)/C=C/c2ccccc2Cl)cc1
  A = 0%; B = i; C = -2%; D = -10%; E = 6%; F = 19%; G = 7%; H = -8%
> COc1ccccc1C(=O)Nc1ccc(S(=O)(=O)NC2=NCCCCC2)cc1
  A = -1%; B = -1%; C = -6%; D = 19%; E = 2%; F = 3%; G = 1%; H = -11%
> CCOC(=O)c1cc2c(=O)n3ccccc3nc2n(CCOC)c1=NC(=O)c1c(-c2c(F)cccc2Cl)noc1C
  A = -2%&-2%; B = -1%; C = ?; D = -12%; E = 19%; F = 23%; G = -3%&-8%; H = 8%
> Cc1ccc(NCC(=O)N=Nc2c(O)[nH]c3ccc([N+](=O)[O-])cc23)cc1
  A = ?; B = -2%; C = nt; D = -4%; E = 8%; F = 3%; G = -14%; H = -1%
> CCNC(=S)Nc1ccc(Cl)cc1Cl
  A = -3%; B = 0%; C = ?; D = -9%; E = 10%; F = -2%; G = -2%; H = 2%
> Cc1cc(-c2n[nH]c(=S)n2/N=C/c2ccc(C)o2)n[nH]1
  A = -1%; B = -14%; C = nt; D = 1%; E = -2%; F = -1%; G = 0%; H = -6%
